MITF TRPM1 inh: MITF TRPM1 promoter inhibition in SK-MEL-5 cells | SK-MEL-5 TRPM1 promoter luciferase, 24 h | inhibition, % at 12.5 µM | 0.83% of 330,000 active;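 active = mean inhibition across replicates of 60% or more, whatever share of single replicates reaches that level; inconclusive = some that reach 60%, reason not given; inactive = mean inhibition across replicates below 60%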; note: values of inactives mirror those of a sister screen read the other way
iPSC survival up: increases survival of single human iPS cells. hiPSC single-cell survival, ATPlite luminescence; 100% = ROCK inhibitor wells, 0% = DMSO. survival enhancement, % at 20 µM. 0.044% of 360,000 active. AID 602274; in the data active = survival enhancement above about 18%;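 note: cells exposed to compounds for 16 hours before the ATP read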
Peg3 promoter: inhibitors of Peg3 promoter; 1.7% of 360,000 active; HeLa PEG-Prom luciferase reporter, luminescence, overnight; inhibition, % at 20 µM;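 active = inhibition of at least 50% at 20 µM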
NR2E3 ag-1: activates human NR2E3 receptor | Q9Y5X4 | CHO-S Gal4-NCOR/VP16-NR2E3 two-hybrid, luciferase | inhibition of corepressor binding, % at 3.98 µM | 0.35% of 360,000 active | AID 602229;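 active = inhibition above the mean of all tested compounds plus 3 SD, cut at about 70% in these data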;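 note: 0% = DMSO with NR2E3 transfected cells and 100% = cells lacking NR2E3 construct; higher means lower luciferase signal from less NR2E3 corepressor binding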
Target sequence (Q9Y5X4 whole entry, looked up, the tested form may be a part): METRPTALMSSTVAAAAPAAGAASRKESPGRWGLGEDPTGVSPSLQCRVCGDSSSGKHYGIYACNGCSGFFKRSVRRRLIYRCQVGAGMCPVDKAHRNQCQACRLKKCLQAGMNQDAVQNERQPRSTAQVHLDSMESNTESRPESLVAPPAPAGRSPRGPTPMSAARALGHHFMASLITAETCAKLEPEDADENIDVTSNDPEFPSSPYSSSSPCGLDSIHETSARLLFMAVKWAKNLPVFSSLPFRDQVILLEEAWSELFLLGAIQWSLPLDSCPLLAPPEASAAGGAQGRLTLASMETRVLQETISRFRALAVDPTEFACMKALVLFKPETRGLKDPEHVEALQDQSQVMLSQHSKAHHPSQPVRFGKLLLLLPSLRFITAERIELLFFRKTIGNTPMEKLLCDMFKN
Granule exo inh: lytic granule exocytosis inhibition. TALL-104 LAMP-1 surface exposure, flow cytometry; cells stimulated with thapsigargin and PMA. inhibition, % at 10 µM. 0.66% of 360,000 active. AID 651702;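 active = inhibition above about 55%, limit read from the data; inconclusive = no clear call, values can overlap the other calls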
CaV13 FRET inh: Disruptors of the CACNA1D IQ motif to Ca2+-dependent inactivation inhibitor domain association, primary screening, Förster resonance energy transfer in intact living …. HEK cells, CFP/YFP FRET ICDI-IQ, plate reader, 10 min; percent FRET-ratio fall versus neutral wells. inhibition, % at 12.3 µM. 0.098% of 340,000 active;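 active = mean replicate inhibition of at least 30% and at least 1% of replicates passing that level; inconclusive = only one of the two criteria is met; inactive = neither criterion is met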;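 note: 0% = median of the neutral control wells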
PDI turbidity: inhibitors of human protein disulfide isomerase; PDI insulin aggregation turbidity, A650, 90 min; 0.052% of 350,000 active; inhibition, % at 10 µM;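 active = mean inhibition across replicates of 30% or more, whatever share of single replicates reach that level; inconclusive = mean inhibition below 30% while every single replicate reaches 30%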;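 note: absorbance from insulin aggregation driven by PDI reduction with DTT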
Target sequence (P07237 whole entry, looked up): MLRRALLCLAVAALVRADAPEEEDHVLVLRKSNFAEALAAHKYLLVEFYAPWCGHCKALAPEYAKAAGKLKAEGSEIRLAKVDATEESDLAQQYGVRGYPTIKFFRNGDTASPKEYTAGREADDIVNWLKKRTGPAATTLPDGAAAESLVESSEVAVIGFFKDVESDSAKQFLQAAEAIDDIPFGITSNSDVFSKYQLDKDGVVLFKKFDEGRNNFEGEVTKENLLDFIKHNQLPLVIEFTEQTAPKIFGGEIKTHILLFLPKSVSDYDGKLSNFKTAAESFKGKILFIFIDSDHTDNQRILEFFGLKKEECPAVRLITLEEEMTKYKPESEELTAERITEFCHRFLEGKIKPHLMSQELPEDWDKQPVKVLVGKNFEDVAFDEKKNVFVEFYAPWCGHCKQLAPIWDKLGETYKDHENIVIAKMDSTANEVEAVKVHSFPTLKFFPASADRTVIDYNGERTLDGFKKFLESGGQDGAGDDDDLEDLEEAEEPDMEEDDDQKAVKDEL
HIF-2a inh: HIF-2a inhibition. 786-0 RCC cells HIF-2a reporter, luciferase luminescence, overnight. inhibition, % at 18.8 µM. 0.72% of 360,000 active. AID 624352;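 active = inhibition of the luminescence signal of 40% or more relative to plate controls, in a single-dose primary screen at 18.75 µM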
aDG glyco act: increases alpha dystroglycan glycosylation | AID 624168 | Pro5-aDG cells, alpha-DG glycosylation AlphaScreen (IIH6); 0% Pro5, 100% B10-LARGE cell signal | 0.22% of 360,000 active | activation, % at 10 µM;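 active = activation of at least 8% versus controls, or a plate z-score of at least 8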;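 note: Pro5 are CHO cells carrying HIG-tagged alpha-DG that lacks glycosylation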
NR2E3 ag-2: activates human photoreceptor nuclear receptor NR2E3 | GST-NR2E3/biotin-RetCOR TR-FRET, 1536-well | inhibition of corepressor binding, % at 4.78 µM | Q9Y5X4 | AID 2300 | 0.12% of 320,000 active;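 active = percent inhibition above the cutoff of mean plus 3 SD of all tested compounds, set per screening campaign, cut at about 20% in these data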;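 note: 0% = DMSO wells and 100% = biotin wells as full block of FRET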
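System: GST-tagged NR2E3 plus biotinylated RetCOR corepressor; Buffer or medium: pH 7.5 Tris-based buffer; Probe or stimulus: RetCOR corepressor, biotinylated, 7 nM; Doses: compound at 4.8 µM, single dose; Schedule: 5 h incubation at 4 °C; Technique: time-resolved FRET; Evaluation: percent inhibition of TR-FRET ratio; Replication: one well per compound, singlicate testing.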
Vif inh: HIV Vif inhibition; HEK293T cells, Vif self-association by quenched fluorescence, imaging, 24 h; inhibition, % at 7.49 µM; 0.35% of 340,000 active; AID 602346; in the data active = inhibition above about 50%, passing the limit was not always enough; inconclusive = no clear call, values can overlap the other calls; inactive = below about 31%; note: some results filed as inactive read as strong as hits
Numbers without * were called inactive; ? = inconclusive; . = not tested or not shown.

molecule,MITF TRPM1 inh,iPSC survival up,Peg3 promoter,NR2E3 ag-1,Granule exo inh,CaV13 FRET inh,PDI turbidity,HIF-2a inh,aDG glyco act,NR2E3 ag-2,Vif inh
COC(=O)c1c(Cc2ccccc2Cl)c[nH]c1C,0,-1.0,-11,-12,-1,1,12,-7,0.0,2,-9
COc1cc(CC(=O)N2CCc3ccccc32)cc(OC)c1OC,9,-0.8,4,-7,-3,-5,2,11,0.4,-1,-14
COc1cc(/C=N/NC(=O)c2sc3ccccc3c2Cl)ccc1OC(=O)c1ccc([N+](=O)[O-])cc1,-16,0.9,-65,22,2,-6,-7,5,-0.2,1,-1
O=C(NNC(=O)C1CC(c2cccnc2)=NO1)Nc1cccc(F)c1 (stereo not given),5,-2.5,9,-13,-2,-1,0,4,-0.3,4,4
C/C(CC(=O)NC1C2CC3CC(C2)CC1C3)=N\NC(=O)Cc1cccs1 (stereo not given),1,-0.1,12,-45,-2,-3,-6,12,0.0,1,3
CC(=O)NC(=Cc1ccccc1)C(=O)N1CCCC1C(=O)O (stereo not given),.,0.8,9,-2,-4,-18,5,13,0.0,.,9
COc1ccc(CNC(=O)CN(C(=O)c2csnn2)c2ccc(C(C)=O)cc2)cc1,-37,-0.2,-47,-21,1,-6,-6,-89,0.0,2,?
Cc1cccc(-n2cnc3c(c2=O)c2nc4ccccc4nc2n3Cc2ccco2)c1,5,-2.9,19,-18,3,-1,-1,11,-0.1,8,4
O=C(N/N=C/c1ccc(F)cc1)c1ccccc1,-42,-0.8,-253,-113,-3,-4,-6,-254,-0.2,4,-1
CC(=O)c1c(C)n([O-])c2cc(F)c(F)cc2[n+]1=O,39,0.2,33,16,-1,4,-6,16,3.4,4,5
O=C1CCCc2c1cc(-c1ccccc1)n2-c1ccccc1,17,-0.2,-5,19,2,-7,-3,-32,0.4,-2,-6
C[C@@]12CCC3[C@@](CCC4[C@@]3(C)CCC[C@@]4(C)C(=O)N3CCOCC3)(CC1=O)C2 (stereo not given in full),-8,-0.9,-1,15,-1,-6,1,5,4.5,.,1
CCCCNc1cc(C)nc(NCc2ccccc2)n1,19,-5.3,36,83*,19,.,-4,4,0.2,-2,-23
CC(C)OCCCNC(=O)CN1C(=O)c2cccc3cccc1c23,-3,-0.5,16,15,-8,-4,10,18,0.0,2,1
COc1cc2ccc(=O)oc2c(CC=C(C)C)c1OC,-5,1.4,1,-37,3,.,.,-5,-0.3,4,-2
CC(O)(c1cccc(F)c1)c1nc(-c2cccc(F)c2)cs1 (stereo not given),.,-2.6,30,6,-3,-4,10,16,-0.2,.,.
CC(C)CC(=O)Nc1ccc(C(=O)NNC(=S)NC(=O)C2CCCCC2)cc1,9,-0.2,12,4,-2,.,-1,10,0.5,4,1
COc1ccc(C(=O)/C=C2\NCC3c4ccccc4CCN3C2=O)cc1 (stereo not given),8,-1.7,-4,-21,-1,-6,20,11,-0.3,-3,-1
Cc1ccc(CN2CCNC(=O)C2CC(=O)NC2CCCCCC2)o1 (stereo not given),-5,-0.4,2,-20,-1,-6,11,4,0.5,0,4
O=C(CCC1CCCN(C(=O)COc2ccccc2)C1)N1CCN(c2ccccn2)CC1 (stereo not given),0,-1.8,1,9,0,4,0,15,0.1,1,-2
Cc1ccc(S(=O)(=O)NC2(C(=O)O)CCCC2)cc1,-1,0.6,-1,-11,5,-7,-1,11,-0.1,.,0
O=C(Nc1nc(-c2ccccc2)cs1)NC1CCCCC1,-68,-0.1,-124,-29,-4,-3,1,-282,0.2,1,.
CN(C)c1ccc(NC(=S)NCC2CCCO2)cc1 (stereo not given),-21,-3.1,-68,-109,13,-5,5,-81,0.0,-4,-5
COc1ccc(CCNC(=O)CSc2nncs2)cc1,1,1.4,9,-14,0,-6,-3,11,-0.1,0,10
Cc1cc(C)n2nc(C(=O)OCC(=O)N3CCC3)nc2n1,2,0.7,18,-9,-1,2,-10,12,-0.2,-2,1
CCOc1ccc2ccccc2c1C(=O)N1CCOCC1,-10,-0.6,11,1,5,.,-10,20,0.0,-2,?
O=C(NCc1ccc2c(c1)OCO2)C1CCC(CNS(=O)(=O)c2cccc3nsnc23)CC1 (stereo not given),.,1.4,-2,-4,-5,-6,-10,13,0.0,3,.
CC1C(=O)N(Cc2cn(CC3CCCCC3)nn2)CCS(=O)(=O)N1Cc1ccc(-c2cccc(N(C)C)c2)cc1 (stereo not given),.,-2.5,-13,-11,0,-10,3,10,-0.2,.,-2
C=CCc1ccccc1OCC(O)CN1CCN(c2ccc(OC)cc2)CC1 (stereo not given),2,-1.4,11,1,-3,-4,0,8,-0.2,3,-2
COc1cc(Nc2ccc(S(=O)(=O)N3CCN(C)CC3)cc2[N+](=O)[O-])cc(OC)c1,6,0.4,13,7,-2,-13,2,-3,0.3,-3,-8

In a second layout: 11 of the compounds above.
Screens in order – MITF TRPM1 inh, iPSC survival up, Peg3 promoter, NR2E3 ag-1, Granule exo inh, CaV13 FRET inh, PDI turbidity, HIF-2a inh, aDG glyco act, NR2E3 ag-2, Vif inh
O=C(CCC1CCCN(C(=O)COc2ccccc2)C1)N1CCN(c2ccccn2)CC1 (stereo not given)
  0, -1.8, 1, 9, 0, 4, 0, 15, 0.1, 1, -2
Cc1ccc(S(=O)(=O)NC2(C(=O)O)CCCC2)cc1
  -1, 0.6, -1, -11, 5, -7, -1, 11, -0.1, ., 0
O=C(Nc1nc(-c2ccccc2)cs1)NC1CCCCC1
  -68, -0.1, -124, -29, -4, -3, 1, -282, 0.2, 1, .
CN(C)c1ccc(NC(=S)NCC2CCCO2)cc1 (stereo not given)
  -21, -3.1, -68, -109, 13, -5, 5, -81, 0.0, -4, -5
COc1ccc(CCNC(=O)CSc2nncs2)cc1
  1, 1.4, 9, -14, 0, -6, -3, 11, -0.1, 0, 10
Cc1cc(C)n2nc(C(=O)OCC(=O)N3CCC3)nc2n1
  2, 0.7, 18, -9, -1, 2, -10, 12, -0.2, -2, 1
CCOc1ccc2ccccc2c1C(=O)N1CCOCC1
  -10, -0.6, 11, 1, 5, ., -10, 20, 0.0, -2, ?
O=C(NCc1ccc2c(c1)OCO2)C1CCC(CNS(=O)(=O)c2cccc3nsnc23)CC1 (stereo not given)
  ., 1.4, -2, -4, -5, -6, -10, 13, 0.0, 3, .
CC1C(=O)N(Cc2cn(CC3CCCCC3)nn2)CCS(=O)(=O)N1Cc1ccc(-c2cccc(N(C)C)c2)cc1 (stereo not given)
  ., -2.5, -13, -11, 0, -10, 3, 10, -0.2, ., -2
C=CCc1ccccc1OCC(O)CN1CCN(c2ccc(OC)cc2)CC1 (stereo not given)
  2, -1.4, 11, 1, -3, -4, 0, 8, -0.2, 3, -2
COc1cc(Nc2ccc(S(=O)(=O)N3CCN(C)CC3)cc2[N+](=O)[O-])cc(OC)c1
  6, 0.4, 13, 7, -2, -13, 2, -3, 0.3, -3, -8

Further compounds:
molecule,MITF TRPM1 inh,iPSC survival up,Peg3 promoter,NR2E3 ag-1,Granule exo inh,CaV13 FRET inh,PDI turbidity,HIF-2a inh,aDG glyco act,NR2E3 ag-2,Vif inh
CCCCCCSc1nc2c(c(=O)[nH]c(=O)n2C)n1C,.,0.0,-18,-48,-4,-4,.,-2,0.3,3,-6
COc1ccc(S(=O)(=O)Nc2ccccc2C(F)(F)F)cc1,14,-0.2,21,-10,12,-9,-3,20,-0.1,3,-2
CN(C)CCCN(C(=O)c1ccc2c(c1)CCCC2)c1nc2ccc(Cl)cc2s1,-17,0.4,108*,2,26,-14,4,-4,3.1,-3,2
O=[N+]([O-])c1cccc(COc2ccccc2CN2CCCCC2)c1,-12,-1.0,-21,-76,-7,-4,-6,-13,0.0,.,6
CCOC(=O)c1ccc(NC(=O)c2nc[nH]c2C(=O)N[C@@H](CCCCNC(=O)OC(C)(C)C)C(=O)OC(C)(C)C)cc1,17,-0.4,16,16,0,-7,0,13,0.0,2,-1
Cc1nn(Cc2ccccc2)c(C)c1CNC(=O)[C@H](C)N=C1NS(=O)(=O)c2ccccc21,12,1.6,4,0,-1,-5,2,2,0.3,2,2
COc1cccc(-c2cc(C(F)(F)F)n3nc(C(=O)Nc4c(C)n(C)n(-c5ccccc5)c4=O)cc3n2)c1,-1,-0.9,12,34,-1,-19,-11,17,1.6,2,-4
COc1cc(NC(=O)CCCn2c(=O)oc3ccccc32)cc(OC)c1,-5,-2.3,11,-15,-1,-5,-5,1,-0.2,.,23
CCc1nc2ccc(C(=O)Nc3cccc(OCC(=O)N(C)C)c3)cn2c1N(CC)CCOC,.,-1.9,-3,10,6,-4,-2,-3,0.1,.,-7
COc1ccc(NC(=O)c2cc3n(n2)C(C(F)(F)F)CC(c2ccco2)N3)cc1 (stereo not given),2,-1.9,6,10,-3,-6,4,11,0.2,3,-12
